# mcGAS MS inh = blocks mouse cGAS cGAMP production; Q8C6L5; recombinant mouse cGAS, cGAMP by RapidFire MS; inhibition, % at 12.5 µM; hit rate 0.18% among 130,000;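 active means inhibition of cGAS enzyme activity at or above 60%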;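 further: enzyme stimulated by 45 bp dsDNA with ATP and GTP substrates; cGAMP share of summed cGAMP plus half ATP and half GTP signals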
# Target sequence (Q8C6L5 whole entry, looked up): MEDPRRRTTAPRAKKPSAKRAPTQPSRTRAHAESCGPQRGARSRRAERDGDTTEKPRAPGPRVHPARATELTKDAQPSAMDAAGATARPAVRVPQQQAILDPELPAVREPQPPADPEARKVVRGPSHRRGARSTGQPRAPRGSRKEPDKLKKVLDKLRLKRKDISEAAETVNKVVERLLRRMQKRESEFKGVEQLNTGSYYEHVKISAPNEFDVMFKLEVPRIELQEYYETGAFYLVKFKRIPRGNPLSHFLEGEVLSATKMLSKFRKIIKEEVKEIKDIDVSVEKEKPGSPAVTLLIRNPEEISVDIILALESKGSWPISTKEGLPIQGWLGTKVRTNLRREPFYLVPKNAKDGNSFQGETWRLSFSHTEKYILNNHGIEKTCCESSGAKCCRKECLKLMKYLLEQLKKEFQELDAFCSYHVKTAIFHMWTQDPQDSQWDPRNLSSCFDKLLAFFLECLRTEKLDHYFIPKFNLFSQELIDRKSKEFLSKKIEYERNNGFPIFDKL
# The depositor's hits bear a star; & = joins results of further samples. Only part of the results is shown; rates above refer to the full screens.
SMILES,mcGAS MS inh
Cc1cc(I)ccc1N1C(=O)C2C3C=CC(C3)C2C1=O (stereo not drawn),-1.2
Cc1cccc(C2(C(=O)N(C)C3CCS(=O)(=O)C3)CCC2)c1 (stereo not drawn),-0.7
O=C1CC(C(=O)NCC2(c3cccc(C(F)(F)F)c3)CCOCC2)c2ccccc2N1 (stereo not drawn),-8.8
O=C(c1cccc2cc[nH]c12)N1C[C@@H]2[C@H](C1)[C@H]1CC[C@@H]2O1,4.6
c1cc(CSc2nnc(N3CCOCC3)s2)c2c(c1)OCCO2,-8.6
CN(c1ccccc1)S(=O)(=O)c1ccccc1C(=O)NC12CC3CC(CC(C3)C1)C2,-3.4
CCCCN(Cc1nnc(SC)s1)C1CCS(=O)(=O)C1 (stereo not drawn),-4.2
NC(=O)c1cccc(CC2CCN(C(=O)c3cnn4cccnc34)C2)c1 (stereo not drawn),-13.2
O=C(OCc1cc(-c2ccc3c(c2)OCCO3)on1)c1c[nH]c2ccccc12,-6.5
COC(=O)c1ccc2c(c1)CN(C(=O)C1CCN(C(C)=O)CC1)CC2,0.1
CCn1c(=O)c2c(=O)cc(N)[nH]c2n(Cc2ccccc2)c1=O,-1.5
Cc1nc2c(C)cccn2c(=O)c1NC(=O)CC1CCCCC1,-15.9
CN(C)C(CNC(=S)NC1CC2CCC1C2)c1ccccc1 (stereo not drawn),3.4
COc1ccc(-c2csc(NC(=O)C3Cc4ccccc4C(=O)O3)n2)cc1OC (stereo not drawn),-1.7
Nc1ncnc2nc(-c3ccc(N4CCOCC4)nc3)cc(-c3cccc(Br)c3)c12,-3.4
O=C1OC(c2ccc(F)c(F)c2)=NC1=Cc1cccnc1,-4.2
CN(C)Cc1ccc(-c2cc(N)ccn2)cc1,-23.5
CCCCCN1CCN(c2nc3c(c(=O)[nH]c(=O)n3C)n2Cc2ccc(Cl)cc2Cl)CC1,-9.5
COCc1ccc(C(=O)NCc2ccc3c(c2)n(C)c(=O)n3C)o1,-34.7
CCCCC(=O)NCCN1CCN(C(=O)OC)CC1,-7.1
O=c1c2cnc3nc(-c4cccnc4)nn3c2ccn1Cc1ccccn1,-6.8
CC(C)N1C(=O)c2ccccc2NC1c1cn[nH]c1-c1ccc(F)cc1 (stereo not drawn),9.4
CCCC(C)NC(=O)C1CCCN(CC(=O)NC2CCSC2=O)C1 (stereo not drawn),-6.0
CCOc1ccc(N2CCN(C(=O)c3ccc(F)cc3)C(C)C2=O)cc1 (stereo not drawn),0.8
Cc1cc(C)[n+]2cccc(O)c2n1,6.3

# Among those listed so far, two have two or more sulfur atoms.
SMILES,mcGAS MS inh
c1cc(CSc2nnc(N3CCOCC3)s2)c2c(c1)OCCO2,-8.6
CCCCN(Cc1nnc(SC)s1)C1CCS(=O)(=O)C1 (stereo not drawn),-4.2

# The list continues.
SMILES,mcGAS MS inh
O=C(COc1ccc2ccccc2c1)N=Nc1c(O)[nH]c2ccccc12,-3.4
N#CCOc1ccc(Cl)cc1CN1CCCCC1C1OCCO1 (stereo not drawn),-1.7
CN(C)S(=O)(=O)c1cc(C(=O)N2CCN(Cc3nc4ccccc4s3)CC2)ccc1Cl,-1.4
CC(=NOCC(=O)Nc1nccs1)c1cccs1,-3.2
COc1ccc2c(CC(=O)Nc3nc(CN4CCCCC4)cs3)coc2c1,-1.4
CC(=O)O[C@H]1C[C@@H]2CC[C@@H]3[C@H](CC[C@@]4(C)[C@H]3C[C@H]([N+]3(C)CCCCC3)[C@@H]4OC(C)=O)[C@@]2(C)C[C@@H]1[N+]1(C)CCCCC1,-0.9
Cc1cccc(Cn2c(=O)c3c(nc4n(CCN5CCOCC5)c(C)c(C)n34)n(C)c2=O)c1,-0.9
CC1CCN(CCCNc2cnn(-c3ccccc3)c(=O)c2Cl)CC1,1.0
COC(=O)c1cc2n(n1)CCCN(C(=O)c1cc(=O)c3ccccc3o1)C2,-9.6
CC(C)n1cc(NC(=O)C2CCCN2C(=O)Nc2ccccc2)cn1 (stereo not drawn),0.2
O=C(CNC(=O)c1ccccc1)OCc1cc(Cl)ccc1OC(F)F,-11.8
C=CCOc1cccc(C2c3c(oc4ccc(C)cc4c3=O)C(=O)N2c2nccs2)c1 (stereo not drawn),-6.2
CCCn1c(=O)c(-c2cccs2)nc2c1c(=O)[nH]c(=O)n2Cc1ccccc1,2.3
Cc1cccc(N2CC(C)Cn3c2nc2c3c(=O)n(CCN3CCCCC3)c(=O)n2C)c1 (stereo not drawn),-1.9
CCN(CC)CCn1c(C)cn2c3c(=O)n(Cc4ccc(Cl)cc4)c(=O)n(C)c3nc12,-0.3
O=C(NOC1CCCCO1)C1CCCN1C(=O)c1ccc(Br)cc1 (stereo not drawn),-4.7
C=CCN1CCC(NC(=O)N(CC=C)Cc2cccc(C#N)c2)CC1,-14.6
COc1ccc(C=NNC(=O)c2ccncc2)cc1O,-4.8
CCC1CCC2(CC1)NC(=O)N(Cc1ncc(-c3ccccc3)o1)C2=O (stereo not drawn),6.5
Brc1ccc(-c2nn[nH]n2)o1,-7.5
CC(NC(=O)C12C=CC(=O)C1C1C=CC2C1)c1ccccc1 (stereo not drawn),-12.7
CC(C(=O)NC1CCS(=O)(=O)C1)N1CCCC1Cn1cccn1 (stereo not drawn),-9.6
COc1ccc(CCN(C)C2CCCN(c3ccnc(N)n3)C2)cc1OC (stereo not drawn),-9.1
C[C@H](NC[C@H](O)CP(=O)(O)CC1CCCCC1)c1ccc(Cl)c(Cl)c1,-6.1
CC(C(=O)Nc1ccccc1)S(=O)(=O)c1ccc([N+](=O)[O-])cc1 (stereo not drawn),-11.2

# Next section:
SMILES,mcGAS MS inh
COc1ccccc1C(=O)N1N=C(C)CC1(O)C(F)(F)F (stereo not drawn),-9.2
Cc1nn(-c2ccccc2)nc1C(=O)NC1CCCCC1C (stereo not drawn),-18.4
O=[N+]([O-])c1cc(C(F)(F)F)cc([N+](=O)[O-])c1N1CCN(CCO)CC1,-6.7
COCCn1c(=NC(=O)CS(=O)(=O)c2ccc(OC)cc2)sc2cc(F)cc(F)c21,-2.4
COc1ccc(/C=C(/C#N)c2nccn2CC(F)(F)F)cc1O,3.2
Cc1cccc(C)c1NC(=O)CN(C)C(=O)CN1CCc2ccccc21,-5.3
Cc1ccc(C)c(NC(=O)N2CCN(c3nc(C)cc(Nc4ccccc4)n3)CC2)c1,-8.0
O=C(CN1C(=O)c2cccc3cccc1c23)Nc1ccc(Cl)cc1F,-8.9
O=C(CCCn1cc([N+](=O)[O-])cn1)n1cc(Cl)cn1,-17.6
O=c1ccc(-c2ccc(F)cc2)nn1Cc1ccccc1F,-10.1
O=C(NCCc1cccs1)Nc1cccc(N2CCNC2=O)c1,0.7
COC(=O)c1c(O)cc(C(C)(C)C)n(-c2ccc(F)cc2)c1=O,-8.4
CCN(C(=O)c1cscn1)c1ccccc1S(=O)(=O)CC,-20.9
CCC(=O)N1CCCCC1C(=O)N(C)Cc1cccc(C#N)c1 (stereo not drawn),-6.5
O=C(Nc1ccc2c(c1)OC1(CCCC1)O2)C1Cc2ccccc2O1 (stereo not drawn),-3.1
NC(=O)COC(=O)C12CC3CC(CC(C3)C1)C2,-0.6
Cc1ccc(CN2CCN(Cc3ccccc3CO)CC2)n1-c1cccnc1,-7.7
CCNc1ncc(C(=O)N2CCc3cc(OC)c(OC)cc3C2)cn1,-10.2
CCOc1ccccc1C(=O)NCC(=O)N1CCCN(S(C)(=O)=O)CC1,-5.8
COc1ccc(OC)c2sc(N(Cc3cccnc3)C(=O)c3cc(C)nn3C)nc12,-5.5
CCOc1cccc(CN2CCC(CCC(=O)Nc3ccc(OC)cc3OC)CC2)c1,-9.2
CC(C)C(CNC(=O)/C=C/c1ccco1)N1CCOCC1 (stereo not drawn),-10.0
CC1ON=C(c2cccc3ccccc23)N(C)C1=O (stereo not drawn),-10.6
CC(C(=O)Nc1ccc2c(c1)OCO2)N1CCN(c2cnn(-c3ccccc3)c(=O)c2Cl)CC1 (stereo not drawn),6.1
Cc1cccc(NC(=O)CN2CCN(Cn3nc(-n4cncn4)ccc3=O)CC2)c1C,-2.3

# Ordered by molecular weight (rising): 3 of the compounds above
SMILES,mcGAS MS inh
COC(=O)c1c(O)cc(C(C)(C)C)n(-c2ccc(F)cc2)c1=O,-8.4
CCNc1ncc(C(=O)N2CCc3cc(OC)c(OC)cc3C2)cn1,-10.2
Cc1cccc(C)c1NC(=O)CN(C)C(=O)CN1CCc2ccccc21,-5.3

# The results go on.
SMILES,mcGAS MS inh
Cc1cccnc1CN(C)C(=O)c1cc(CC(C)C)nc(N)n1,-27.2
CCN(C(=O)Cn1cnc2c1c(=O)n(C)c(=O)n2C)C1CCCCC1,0.0
O=C(Nc1cc(C(F)(F)F)ccc1-n1cccn1)C1CCN(C(=O)C2CC2)CC1,-11.0
Cn1ccc(NC(=O)COc2ccc(Cl)cc2C2CCCCC2)n1,-7.3
C=CC(=O)Nc1cc(NC(=O)c2cccc(C)c2)ccc1F,-1.4
CCOC(=O)c1nn(-c2ccccc2C)c(=O)cc1NCc1ccccc1Cl,-6.0
O=C(c1n[nH]c(=O)c2ccccc12)N1CCN(S(=O)(=O)c2cccc(Cl)c2)CC1,86.8*
Cc1ccc(F)c(-c2nccn2CCN2CCOC2=O)c1Cl,-18.7
O=C(/C=C/c1cn(S(=O)(=O)c2ccc(Cl)s2)c2ccccc12)N1CCCC1c1ccncc1 (stereo not drawn),1.3
CC1(c2ccc(F)c(F)c2)NC(=O)N(CN2CCC(c3ccccc3)C2)C1=O (stereo not drawn),-6.4
COc1cccc(NC(=O)CCC2CCN(Cc3ccc(F)c(OC)c3)CC2)c1,2.4
Cn1c(=O)n(CCCO)c(=O)c2c1nc1n2CCCN1CCc1ccccc1,-4.2
Cc1nnsc1CN(C)c1nccc(CCC(F)(F)F)n1,-4.4
O[C@H]1CN(c2nc3ccccc3s2)C[C@@H]1N1CCN(c2ccccn2)CC1,-13.6
OC[C@@H]1CCCN1Cc1csc(-c2ccc(Br)cc2)n1,4.1
Nc1ncc(Br)cc1S(=O)(=O)N1CCOCC1,-8.4
O=C(c1c(-n2cccc2)sc2c1CCSC2)N1CCN(C(=O)C2COc3ccccc3O2)CC1 (stereo not drawn),1.2
CN(C)c1ccc(-c2nccn2CC2OCCc3ccccc32)cn1 (stereo not drawn),-11.5
CN(Cc1ccccc1)C(=O)c1nc2ccccn2c1CNCCN1CCOCC1,-4.1
COc1ccccc1-c1ccc(NC(C)Cc2cnccn2)nn1 (stereo not drawn),-11.0
COc1ccccc1-n1cc(C(=O)N2CCCC(Nc3cccc(F)c3)C2)cn1 (stereo not drawn),3.0
CC(CN1c2ccccc2Sc2ccccc21)N(C)C (stereo not drawn),-0.7&0.9&10.8
CN(Cc1ccsc1)Cc1ccc(-c2ccn[nH]2)o1,-17.5
CCCCC1C=CCN1C(=O)c1ccc(N2CC(=O)NC2=O)cc1 (stereo not drawn),-1.3
COCCn1ccnc1CN1C(C)CCCN1c1ccccc1 (stereo not drawn),1.1

# Structures listed so far that have an aryl thioether with sulfur outside any ring (2):
SMILES,mcGAS MS inh
c1cc(CSc2nnc(N3CCOCC3)s2)c2c(c1)OCCO2,-8.6
CCCCN(Cc1nnc(SC)s1)C1CCS(=O)(=O)C1 (stereo not drawn),-4.2

# Continued.
SMILES,mcGAS MS inh
CCOc1nn(CC)cc1C(=O)Nc1cccc(C)c1,-9.5
CN(Cc1ccccc1C(F)(F)F)c1ncc(C(N)=O)cc1Cl,-14.3
Cc1ccc(C(C)C)c(OCC(=O)N2CCC(C(=O)Nc3ccc4c(c3)OCO4)CC2)c1,-1.5
CCC(C)(C)NS(=O)(=O)c1c(C)c(C)cc(C)c1C,-6.6
CCOn1c(=O)c(-c2cccs2)[n+]([O-])c2ccccc21,-4.0
CC(C)N(Cc1ccccc1)C(=O)Nc1cccc(I)c1,5.9
CCCCCCn1c(=O)c2c(nc3n(C(C)C)c(C)cn23)n(C)c1=O,-3.1
Cc1cccnc1CN(C)C(=O)c1cccc(-c2ccco2)c1,-20.9
Cc1c(C(=O)N2Cc3cnc(C(C)(C)C)nc3C2)sc2ccccc12,-6.7
O=C(NCc1ccc2nonc2c1)c1cccc2c1OCC2,-16.6
CCOC(=O)N1CCC(Nc2nccc(CCC(F)(F)F)n2)CC1,-9.4
CN(CC(=O)N1CCCC1)S(=O)(=O)c1cc(Cl)ccc1Cl,2.9
CC(C)CN1CC(C(=O)N2CCC(CO)(Cc3ccccc3)CC2)CC1=O (stereo not drawn),-9.0
O=C1NC(=S)N/C1=C\c1cc2c(cc1Br)OCO2,-2.8
CCOC(=O)c1c(N)sc(C(=O)Nc2cc(C)cc(C)c2)c1C,-6.2
Cc1ccc(-n2c(C3CCCCC3)n[nH]c2=S)cc1,-5.2
COc1cc(OC)cc(C(=O)OCC(=O)Nc2nc(C)cs2)c1,2.8
O=C(Nc1ccc(N2CCCN(C(=O)C3CC3)CC2)cc1)c1ccc(Cn2ccnc2)cc1,-3.1
N#CC1(c2ccccc2)CCC(=O)N1CCO (stereo not drawn),-3.4
O=S(=O)(Nc1ccccn1)c1ccc(F)cc1,14.1
CCc1noc(CSC(C)c2cccs2)n1 (stereo not drawn),-10.8
CC(C)CN1CCC(CNC(=O)c2ccc(N3CCSCC3)nc2)C1 (stereo not drawn),-21.7
CCc1cc(C(=O)N2CCOc3c(O)cc(-c4cccnc4)cc3C2)ccn1,-11.8
CCCc1[nH]ncc1C(=O)N1CCCN(Cc2ccc(F)cc2)C(C(C)C)C1 (stereo not drawn),-15.3
O=C(CCn1nnc2ccccc21)N1CCc2c(nc[nH]c2=O)C1,-10.3

# More compounds:
SMILES,mcGAS MS inh
Cn1cc(CC(=O)N2CCn3c(C(N)=O)cnc3C2)c2ccccc21,-12.4
N#Cc1ccc(COC(=O)c2cccc(Cl)c2Cl)cc1,-7.3
Fc1ccc(C2=NC3(CCCCCC3)NC2=S)cc1,-7.4
COc1cc(C)c(S(=O)(=O)Nc2ccc(Oc3ccncc3)cc2)c(C)c1,10.6
O=C(CCc1cccnc1)N1C[C@@H]2[C@@H]3CC[C@@H](C3)[C@@H]2C1,-10.0
O=C(C1CCCN(C2CCN(c3ccc(Cl)cn3)CC2)C1)N1CCCC1 (stereo not drawn),-8.0

# Two entries drawn at random from those above:
SMILES,mcGAS MS inh
Fc1ccc(C2=NC3(CCCCCC3)NC2=S)cc1,-7.4
O=C(C1CCCN(C2CCN(c3ccc(Cl)cn3)CC2)C1)N1CCCC1 (stereo not drawn),-8.0

# Screens deposited in PubChem by Fisher Drug Discovery Resource Center.
